Bioassay records (PubChem BioAssay)
PLAP inhibitors HTS = inhibition of human placental alkaline phosphatase – biochemical, luminescence, HTS (AID 690); 0.08% of 96,000 active; inhibition, % at 20 µM; hits with a dose series show IC50 in µM; purified PLAP, luminescent substrate; higher % means a stronger effect; in the data active = a potency from the dose series; inactive = the rest, 99 in 100 with inhibition below about 30%; also: strong numbers were not always called active
NFkB transloc inh = blocks IL-1B driven NFkB nuclear translocation in HUVEC cells; HUVEC IL-1B NFkB p65 nuclear translocation imaging; inhibition, % at 2 µM; 0.43% of 94,000 active; AID 796;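 active = inhibition above about 30% together with a positive call from visual inspection of the well image, limit read from the data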;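 also: nuclear over cytoplasmic p65 intensity ratio measured by imaging; 0% = IL-1B stimulated DMSO wells and 100% = unstimulated DMSO wells; values of inactives mirror those of a sister screen read the other way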
MRP resist rev = compounds reversing MRP-mediated drug resistance | H69AR cells + 2 uM doxorubicin, CellTiter-Glo, 72 h | differential viability (reversal), % at 10 µM | 0.04% of 85,000 active | AID 602;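 active = viability drop by adding the cancer drug above about 55%, with treated viability meeting a 40% cutoff, limit read from the data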;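 also: viability without doxorubicin minus viability with 2 µM doxorubicin for each compound; larger differential means the compound sensitizes cells more to doxorubicin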
IL1B NFkB pot = enhances IL-1B driven NFkB nuclear translocation. HUVEC IL-1B NFkB p65 nuclear translocation imaging. activation, % at 2 µM. 0.3% of 94,000 active;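 active = activation above 40%, about the mean plus 3 SD, also judged a hit on visual image review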;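 also: percent activation is computed from the nuclear over cytoplasmic p65 intensity ratio; values of inactives mirror those of a sister screen read the other way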
Bcl-B displacement = displacers of TR3 peptide from Bcl-B, primary screen, selectivity assay for Bfl-1 inhibitor project, biochemical, fluorescence polarization; one-dose displacement, % at 20 µM; IC50 in µM for titrated hits; FP displacement of FITC-TR3 peptide from Bcl-B; higher % means a stronger effect; 0.11% of 96,000 active; AID 748;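 active = displacement above 50% at 20 µM plus a fluorescence interference ratio under 1.5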;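 also: plate controls were wells without compound for no effect and wells lacking Bcl-B protein for full effect; a part of the inactive calls stands beside numbers as strong as those of hits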
MRP resist rev cytotoxicity = also measured in MRP resist rev; calls as there; viability, %; H69AR cells, CellTiter-Glo, 72 h; measured here: cytotoxicity without doxorubicin
MRP resist rev with doxorubicin = recorded beside MRP resist rev, whose call it bears; viability, %; measured here: viability with 2 uM doxorubicin; hits give low values
NFkB transloc inh cell count 2 µM = also measured in NFkB transloc inh; calls as there; cell count; measured here: cells passing quality filter;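 raw number of nuclei counted in each imaged well without normalization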
IL1B NFkB pot cell count 2 µM = recorded beside IL1B NFkB pot, whose call it bears; cell count; measured here: cells passing quality filter
* marks the source's active call; other numbers are inactive results; . = no result given. The list is partial, so the mix of outcomes need not match the whole.

Keys: A = PLAP inhibitors HTS; B = NFkB transloc inh; C = NFkB transloc inh cell count 2 µM; D = MRP resist rev; E = MRP resist rev cytotoxicity; F = MRP resist rev with doxorubicin; G = IL1B NFkB pot; H = IL1B NFkB pot cell count 2 µM; I = Bcl-B displacement
> CCOC(=O)c1sc(NC(=O)CSc2nnnn2-c2ccccc2)c(C(=O)OCC)c1C
  A: 5%; B: 9; C: 48; D: 4; E: 58; F: 55; G: -9; H: 48; I: -11%
> CCCCCn1c(=O)[nH]c2cc(C(=O)NCc3ccc4c(c3)OCO4)ccc2c1=O
  A: 3%; B: 8; C: 112; D: -11; E: 32; F: 43; G: -8; H: 112; I: 9%
> CN(CC(=O)NC(c1ccccc1)c1ccccc1)Cc1nc2ccccc2c(=O)[nH]1
  A: -392%; B: 2; C: 162; D: -45; E: 46; F: 92; G: -2; H: 162; I: 13%
> CCc1ccccc1-n1cnc2cc(C(=O)O)ccc21
  A: -5%; B: 6; C: 99; D: -5; E: 93; F: 98; G: -6; H: 99; I: 3%
> O=C(Nc1ccccc1)/C(=C\c1ccncc1)NC(=O)c1ccccc1
  A: 21%; B: -9; C: 147; D: .; E: .; F: .; G: 9; H: 147; I: -1%
> Cc1ccccc1-c1nc(-c2ccc(NC(=O)c3cccs3)cc2)no1
  A: 6%; B: 2; C: 156; D: .; E: .; F: .; G: -1; H: 156; I: -4%
> CCOC(=O)N1CCC(N2C(=O)c3ccccc3C2Nc2cccnc2)CC1 (stereo unspecified)
  A: -23%; B: .; C: .; D: 0; E: 85; F: 85; G: .; H: .; I: -4%
> CCOC(=O)N1CCN(CC(=O)Nc2c(C(=O)OC)[nH]c3cccc(Cl)c23)CC1
  A: -52%; B: .; C: .; D: -10; E: 82; F: 92; G: .; H: .; I: -6%
> Cc1ccc2oc(=O)c3cnn(CC(=O)NCCc4ccsc4)c3c2c1
  A: -26%; B: 14; C: 167; D: 12; E: 104; F: 92; G: -14; H: 167; I: -52%
> COc1ccc2cnn(-c3ccccc3)c(=O)c2c1OC
  A: 19%; B: 2; C: 133; D: 26; E: 105; F: 79; G: -2; H: 133; I: -8%
> CCOC(=O)c1c(C)[nH]c(C(=O)OCC(=O)Nc2cc(C)c(Cl)cc2OC)c1C
  A: 10%; B: -4; C: 172; D: .; E: .; F: .; G: 4; H: 172; I: -53%
> CCOC(=O)c1ccoc1CSCC(=O)N1CCN(S(=O)(=O)c2ccc(C)cc2)CC1
  A: -61%; B: .; C: .; D: -11; E: 75; F: 86; G: .; H: .; I: -4%
> Cc1ccc(C(=O)n2nc(-c3cccnc3)nc2N)cc1
  A: 12%; B: 4; C: 37; D: -2; E: 104; F: 105; G: -4; H: 37; I: -3%
> CCC(=O)Oc1ccc(C2N(C(=O)CC)CCN2S(=O)(=O)c2ccc(C)cc2)cc1OC (stereo unspecified)
  A: -55%; B: 17; C: 82; D: 11; E: 99; F: 88; G: -17; H: 82; I: -8%
> Cn1c(=O)[nH]c(=O)c2c1nc(Br)n2CC(O)COCc1ccccc1 (stereo unspecified)
  A: 8%; B: -10; C: 93; D: 14; E: 87; F: 73; G: 10; H: 93; I: -4%
> COc1ccc(S(=O)(=O)N2CCC(C(=O)NCc3ccccn3)CC2)cc1OC
  A: -38%; B: -7; C: 97; D: 14; E: 100; F: 85; G: 7; H: 97; I: -3%
> CC(=O)NC(=S)c1c(N)n(Cc2ccccc2)c(=O)n(C)c1=O
  A: -48%; B: .; C: .; D: -15; E: 68; F: 83; G: .; H: .; I: -6%
> Cc1cc(C)n(-c2nc3c(c(=O)n(C)c(=O)n3C)n2C)n1
  A: 2%; B: .; C: .; D: -18; E: 92; F: 110; G: .; H: .; I: 3%
> Cc1oc(-c2ccccc2F)nc1CS(=O)(=O)CC(=O)N1CCc2ccccc21
  A: 8%; B: .; C: .; D: 13; E: 77; F: 64; G: .; H: .; I: -3%
> Cc1c(-c2nn(C)c(=O)c3ccccc23)oc2ccc(F)cc2c1=O
  A: -40%; B: -4; C: 175; D: -17; E: 65; F: 82; G: 4; H: 175; I: -3%
> O=S(=O)(O/N=C1\CCCc2ccccc21)c1ccc(Cl)cc1
  A: -31%; B: -8; C: 150; D: 5; E: 96; F: 91; G: 3; H: 58; I: -1%
> CN1CCc2c(sc3c2c(=O)n(-c2ccccc2)c2nnc(SCc4ccccc4)n32)C1
  A: -21%; B: .; C: .; D: .; E: .; F: .; G: .; H: .; I: 0%
> CCOC(=O)c1ccc(-n2nc(C(F)(F)F)c3c(C)cc(=O)oc32)cc1
  A: .; B: 6; C: 135; D: -11; E: 81; F: 92; G: -6; H: 135; I: .
> Cc1cc(C)cc(N2C(=O)C3CC=CCC3C2=O)c1 (stereo unspecified)
  A: 5%; B: 3; C: 146; D: -4; E: 97; F: 101; G: -3; H: 146; I: -1%
> O=C(CCn1c(=O)[nH]c2ccsc2c1=O)N1CC(=O)N(CCc2ccccc2)C(=O)C1
  A: -12%; B: -9; C: 113; D: 2; E: 108; F: 106; G: 9; H: 113; I: 4%
> CCOc1ccc(C2Sc3ccccc3NC3=C2C(=O)OC3)cc1 (stereo unspecified)
  A: -6%; B: -7; C: 173; D: 7; E: 80; F: 73; G: 7; H: 173; I: -12%
> O=P(O)(c1ccc(Cl)cc1)c1ccc(Cl)cc1
  A: -41%; B: 0; C: 86; D: -6; E: 99; F: 105; G: 0; H: 86; I: -3%
> O=C(Nc1ccc2c(c1)oc1ccccc12)c1ccc(Br)o1
  A: 12%; B: 3; C: 115; D: 5; E: 76; F: 71; G: -3; H: 115; I: 3%
> Cc1ccc(Cn2c(NCCCn3ccnc3)nc3c2c(=O)n(C)c(=O)n3C)cc1
  A: -67%; B: -6; C: 159; D: 3; E: 81; F: 79; G: 6; H: 159; I: 0%
> Cc1ccc(/C(C#N)=C\c2ccc(N3CCOCC3)o2)cc1
  A: -37%; B: 11; C: 120; D: .; E: .; F: .; G: -11; H: 120; I: -62%

Just MRP resist rev with doxorubicin, for 3 of the compounds above:
SMILES	MRP resist rev with doxorubicin
O=P(O)(c1ccc(Cl)cc1)c1ccc(Cl)cc1	105
CCOc1ccc(C2Sc3ccccc3NC3=C2C(=O)OC3)cc1 (stereo unspecified)	73
CCOC(=O)c1ccc(-n2nc(C(F)(F)F)c3c(C)cc(=O)oc32)cc1	92

Next section
Keys: A = PLAP inhibitors HTS; B = NFkB transloc inh; C = NFkB transloc inh cell count 2 µM; D = MRP resist rev; E = MRP resist rev cytotoxicity; F = MRP resist rev with doxorubicin; G = IL1B NFkB pot; H = IL1B NFkB pot cell count 2 µM; I = Bcl-B displacement
> CNC(=O)c1ccc(-c2ccc(F)cc2)s1
  A: 22%; B: .; C: .; D: 8; E: 94; F: 86; G: .; H: .; I: -23%
> COc1ccc(Cc2nnc(SC)[nH]c2=O)cc1
  A: -2%; B: -16; C: 183; D: 0; E: 81; F: 82; G: 16; H: 183; I: 10%
> COc1ccc(OC)c(C2SCCN2S(=O)(=O)c2cccc(C(F)(F)F)c2)c1 (stereo unspecified)
  A: -13%; B: -1; C: 209; D: -7; E: 95; F: 102; G: 1; H: 209; I: -25%
> COCCN1C(=O)c2oc3ccccc3c(=O)c2C1c1ccc(C(=O)OC)cc1 (stereo unspecified)
  A: -21%; B: .; C: .; D: 16; E: 105; F: 89; G: .; H: .; I: -6%
> O=C(CSc1nc2ccccc2o1)Nc1nc2ccc(Br)cc2s1
  A: -19%; B: -8; C: 142; D: .; E: .; F: .; G: 8; H: 142; I: -12%
> COC(=O)C1=C(C(=O)OC)C(c2cc(Cl)ccc2O)c2sc(=O)[nH]c2S1 (stereo unspecified)
  A: -12%; B: -13; C: 198; D: .; E: .; F: .; G: 13; H: 198; I: -7%
> Cc1ccc(S(=O)(=O)Cc2ccc(C(=O)O)o2)cc1
  A: -9%; B: 7; C: 95; D: 5; E: 91; F: 86; G: -7; H: 95; I: 16µM*
> S=C(NN=C(C1CC1)C1CC1)Nc1ccccc1
  A: .; B: 4; C: 143; D: 10; E: 93; F: 83; G: -4; H: 143; I: .
> Nc1nnc(SC2CC(=O)N(c3ccccc3)C2=O)s1 (stereo unspecified)
  A: 17%; B: -11; C: 175; D: -30; E: 49; F: 79; G: 11; H: 175; I: 11%
> CC(C)C(=O)Nc1ccc(NC(=O)c2ccco2)cn1
  A: 2%; B: .; C: .; D: 9; E: 98; F: 88; G: .; H: .; I: -3%
> CCc1cc(=O)oc2c(CN3CCN(C)CC3)c(O)c(Cl)cc12
  A: -27%; B: -12; C: 142; D: 9; E: 99; F: 90; G: 12; H: 142; I: -4%
> Cc1ccc(/C=N\NC(=O)Cn2nnc3ccccc32)o1
  A: 11%; B: 8; C: 131; D: .; E: .; F: .; G: -8; H: 131; I: -1%
> Cc1cc(C(=O)CSc2nnc(-c3ccc(Cl)cc3)n2C)c(C)n1CC1CCCO1 (stereo unspecified)
  A: -19%; B: -12; C: 146; D: 13; E: 95; F: 82; G: 12; H: 146; I: 11%
> CCc1cc2cc(C(=O)N3CCN(c4ccccc4)CC3)sc2s1
  A: 33%; B: -8; C: 162; D: -3; E: 96; F: 99; G: 7; H: 162; I: -5%
> Cc1cccnc1NC(=O)Cn1nc(C)c([N+](=O)[O-])c1C
  A: 6%; B: -21; C: 172; D: .; E: .; F: .; G: 21; H: 172; I: -4%
> O=S(=O)(/N=S1/CC=CCN1S(=O)(=O)c1ccccc1)c1ccccc1 (stereo unspecified)
  A: -23%; B: -1; C: 170; D: -10; E: 79; F: 88; G: 1; H: 170; I: 3%
> COc1cc(C2C3C(=O)N(Cc4ccccc4)C(=O)C3ON2c2ccccc2)cc(OC)c1O (stereo unspecified)
  A: -49%; B: -4; C: 76; D: .; E: .; F: .; G: 6; H: 76; I: -5%
> CCc1ccccc1N1C(=O)c2cccc3c(N4CCOCC4)c([N+](=O)[O-])cc(c23)C1=O
  A: 12%; B: -10; C: 154; D: .; E: .; F: .; G: 10; H: 154; I: -6%
> N#Cc1cc2c(nc1SCc1ccncc1)CCC2
  A: -13%; B: 5; C: 127; D: 13; E: 89; F: 76; G: -5; H: 127; I: -3%
> CC(C)C(NC(=O)c1ccccc1)c1nnc(SCC(=O)Nc2nccs2)n1C (stereo unspecified)
  A: -3%; B: -11; C: 170; D: 4; E: 96; F: 91; G: 11; H: 170; I: -6%
> CC(=O)c1cccc(NC(=O)Nc2ccc(C)cc2)c1
  A: 16%; B: -3; C: 168; D: 14; E: 95; F: 81; G: 3; H: 168; I: -3%
> CC(=O)NNc1cccc(Cl)n1
  A: -9%; B: -8; C: 180; D: .; E: .; F: .; G: 8; H: 180; I: -4%
> CC1CCN(S(=O)(=O)c2cccc(C(=O)Nc3nccs3)c2)CC1
  A: -19%; B: -14; C: 185; D: -7; E: 86; F: 93; G: 14; H: 185; I: -12%
> Cc1ccc(C2=NN(S(C)(=O)=O)C(c3cccs3)C2)cc1 (stereo unspecified)
  A: 2%; B: 6; C: 113; D: -2; E: 80; F: 82; G: -6; H: 113; I: -7%
> CCOC(=O)N1CCC(N(C(=O)Nc2ccc(Cl)c(Cl)c2)C(C)CC)CC1 (stereo unspecified)
  A: -9%; B: 7; C: 121; D: 18; E: 100; F: 82; G: -7; H: 121; I: -3%
> COC(=O)Cn1c(=NC(=O)C2CC2)sc2c(C)cc(C)cc21
  A: .; B: 9; C: 190; D: 3; E: 83; F: 80; G: -9; H: 190; I: .
> CCOC(=O)c1c(C)[nH]c(C(=O)Cn2c(=O)c3c(ncn3CC)n(Cc3ccccc3)c2=O)c1C
  A: .; B: -9; C: 128; D: -7; E: 87; F: 94; G: 9; H: 128; I: .
> CC(C)C(=O)Nc1cccc2nsnc12
  A: -8%; B: -20; C: 44; D: -4; E: 93; F: 97; G: 20; H: 44; I: 2%
> CCS(=O)(=O)N1CCN(C(=O)c2cccnc2)CC1
  A: 15%; B: -6; C: 67; D: -2; E: 92; F: 94; G: 6; H: 67; I: -15%
> COc1ccc2c(c1)nc(N)n2Cc1ccccc1
  A: 0%; B: 16; C: 130; D: 4; E: 91; F: 86; G: -16; H: 130; I: 12%
> CCCC(C(=O)c1ccccc1)n1cncn1 (stereo unspecified)
  A: 14%; B: -27; C: 139; D: 6; E: 98; F: 92; G: 27; H: 139; I: -4%
> O=C(NCc1ccco1)c1ccc(Cn2c(=O)c3ccccc3n(Cc3ccc(Cl)cc3)c2=O)cc1
  A: -52%; B: 5; C: 146; D: -4; E: 23; F: 26; G: -5; H: 146; I: -30%
